APE1 inh: qHTS Assay for Inhibitors of the Human Apurinic/apyrimidinic Endonuclease 1 (APE1); DNA repair nuclease/redox regulator APEX1 (Homo sapiens), P27695; recombinant APE1, TAMRA/BHQ-2 abasic DNA cleavage fluorescence; Potency, µM (titrated, usually from 65.8 µM), for the others: at the highest dose activity change, negative = inhibition, most hits filed as inhibitors; hit rate 0.35% among 350,000; AID 2517, 2012;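 note: plate controls were vehicle for no effect and reference inhibitor for full effect; nearly all actives have a fitted effect of over 55% in size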
Target sequence (P27695 whole entry, looked up): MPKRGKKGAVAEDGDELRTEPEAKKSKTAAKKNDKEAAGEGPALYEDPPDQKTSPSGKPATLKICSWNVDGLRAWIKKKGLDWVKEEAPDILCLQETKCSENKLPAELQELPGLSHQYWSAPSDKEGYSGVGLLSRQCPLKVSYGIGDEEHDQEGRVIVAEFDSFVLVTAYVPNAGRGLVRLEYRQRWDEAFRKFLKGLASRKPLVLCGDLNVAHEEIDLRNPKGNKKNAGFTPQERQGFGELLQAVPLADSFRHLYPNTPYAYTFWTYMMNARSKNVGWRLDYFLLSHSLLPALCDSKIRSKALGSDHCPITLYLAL
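Endonuclease cleavage of a quenched abasic-site DNA duplex (50 nM) by APE1 (0.75 nM) was tracked by TAMRA dequenching. Compounds were preincubated with enzyme 15 min at room temperature; data normalized to buffer-only and DMSO wells plus NSC13755 control.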
JMJD2A Tudor inh: qHTS Assay for Inhibitors of JMJD2A-Tudor Domain; Lysine-specific demethylase 4A (Homo sapiens), O75164; AlphaScreen JMJD2A-Tudor / H3K4me3 peptide binding; Potency, µM (titrated, usually from 114 µM), for inactives: top-dose activity change, negative = inhibition, most hits filed as inhibitors; hit rate 4.4% among 390,000; note: % is set by controls: 0 for no effect and ±100 for the full control effect; nearly all actives have a fitted effect of over 50% in size
Pol iota inh: qHTS for Inhibitors of Polymerase Iota | DNA polymerase iota (Homo sapiens), Q9UNA4 | Pol iota fluorescent replication assay, 10 min | Potency, µM (highest dose often 115 µM), for the others: at the highest dose activity, negative = inhibition, usual class: inhibitors | hit rate 1% among 390,000 | AID 588590, 2011
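Fluorescent replication assay read twice, at 0 min and 10 min after adding 50 nM (final) substrate. Enzyme (10 nM) and compounds were first incubated 15 min at room temperature; enzyme-free buffer wells were negative controls.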
G9a inh: qHTS Assay for Inhibitors of Histone Lysine Methyltransferase G9a; hit rate 8.8% among 350,000; G9a H3K9 monomethylation, AlphaScreen, 2 h; AID 504332, 2011; Potency, µM (highest dose often 102 µM), for the others: at the highest dose activity, negative = inhibition, hits mostly inhibitors; Histone-lysine N-methyltransferase EHMT2 (Homo sapiens), Q96KQ7; note: % is set by controls: 0 for no effect and ±100 for the full control effect; nearly all actives have a fitted effect of over 75% in size
Target sequence (Q96KQ7 913-1193 limits assumed): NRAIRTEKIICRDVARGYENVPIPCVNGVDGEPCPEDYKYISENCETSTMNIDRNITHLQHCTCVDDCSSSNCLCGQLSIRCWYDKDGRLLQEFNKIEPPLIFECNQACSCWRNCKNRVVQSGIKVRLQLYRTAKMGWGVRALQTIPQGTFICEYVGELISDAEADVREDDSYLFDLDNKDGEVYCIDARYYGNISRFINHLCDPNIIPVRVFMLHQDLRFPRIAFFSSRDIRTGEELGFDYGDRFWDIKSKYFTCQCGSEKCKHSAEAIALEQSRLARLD
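AlphaScreen read-out: biotin-H3K9 peptide (500 nM) methylation by 20 nM enzyme with 20 uM SAM, 2 h at room temperature after 15 min compound preincubation; anti-monomethyl H3K9 antibody plus donor/acceptor beads, 10 min dark.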
BAZ2B inh: qHTS Assay for Inhibitors of BAZ2B. AlphaScreen BAZ2B-H3K14Ac peptide displacement. Bromodomain adjacent to zinc finger domain protein 2B (Homo sapiens), Q9UIF8. Potency, µM (highest dose often 114 µM), without a hit: at the top dose activity change, negative = inhibition, hits mostly inhibitors. AID 504333, 2011. hit rate 4.4% among 360,000; note: % is set by controls: 0 for no effect and ±100 for the full control effect; nearly all actives have a fitted effect of over 60% in size
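BAZ2B 50 nM plus b-H3(5-23)K14Ac 50 nM, PBS pH 7.4/0.01% Tween-20, 30 min RT; compound added (max 110 uM), 30 min RT; streptavidin donor/Ni-chelate acceptor beads 10 ug/mL final, 20 min dark; AlphaScreen read.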
Pol kappa inh: qHTS for Inhibitors of Polymerase Kappa; DNA polymerase kappa (Homo sapiens), Q9UBT6; purified Pol kappa, fluorescent DNA synthesis assay, 10 min; Potency, µM (titrated, usually from 107 µM), for the others: at the highest dose activity, negative = inhibition, most hits filed as inhibitors; hit rate 0.53% among 400,000; AID 588579, 2011; note: % is set by controls: 0 for no effect and ±100 for the full control effect
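Kinetic fluorescence readout at 0 and 10 min followed reaction start with substrate at 50 nM final. Beforehand, enzyme (10 nM Pol kappa) stood 15 min with compound at room temperature; buffer-only wells were negative controls.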
POLH inh: qHTS for Inhibitors of Polymerase Eta; recombinant Pol eta, fluorescent DNA replication assay; DNA polymerase eta (Homo sapiens), Q9Y253; hit rate 1.2% among 390,000; AID 588591, 2011; Potency, µM (top dose mostly 114 µM), for the others: at the highest dose activity change, negative = inhibition, hits mostly inhibitors; note: % is set by controls: 0 for no effect and ±100 for the full control effect
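Pol eta at 10 nM preincubated with compounds 15 min at room temperature; reaction started with fluorescent substrate (50 nM final) and read kinetically at 0 and 10 min.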
Pol beta inh: qHTS Assay for Inhibitors of DNA Polymerase Beta. P06746. Pol beta primer extension/strand displacement, fluorescence kinetic. Potency, µM (doses to about 114 µM), for the others: at the highest dose activity change, negative = inhibition, most hits filed as inhibitors. hit rate 1.3% among 340,000. AID 485314, 2010; note: % is set by controls: 0 for no effect and ±100 for the full control effect
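Pol beta (10 nM) and compounds were preincubated 15 min at room temperature, then 50 nM substrate (final) started primer extension/strand displacement. Reads were taken at 0 and 10 min; concentration-response data were fitted to a four-parameter Hill equation.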
BLM helicase inh: qHTS Assay for Inhibitors of Bloom's syndrome helicase (BLM) | hit rate 0.2% among 350,000 | Potency, µM (series often up to 56.1 µM), inactives show top-dose activity change, negative = inhibition, actives largely listed as inhibitors | AID 2528, 2010 | RecQ-like DNA helicase BLM (Homo sapiens), P54132 | recombinant BLM DNA unwinding, fluorescence dequenching;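 note: plate controls were vehicle for no effect and no enzyme for full effect; nearly all actives have a fitted effect of over 35% in size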
Starred values were filed as active, the others as inactive; ? = inconclusive; . = not tested or not shown; & = joins results of further samples; [ ] = another dose, or the depositor's remark. Calls come from the whole dose curve; as a rule, active = well fitted curve in the direction sought with a large enough effect; inconclusive = small, poorly fitted or top-dose-only effect, or another doubt; inactive = no such curve, though single readings can be large; an effect the other way counts as inactive or inconclusive. Potency is the fitted concentration of half-maximal effect. The list is partial; rates above refer to the full screens.

Below each compound: APE1 inh	JMJD2A Tudor inh	Pol iota inh	G9a inh	BAZ2B inh	Pol kappa inh	POLH inh	Pol beta inh	BLM helicase inh
1: COc1ccccc1N1CCN(CCCCN2C(=O)CCC2=O)CC1
  -1%&-4%	.	.	-9%[59 µM]	.	7%&-9%[19.4 µM]	.	.	0%
2: COC(=O)c1ccc(NC(=O)C2C3C=CC(C3)C2C(=O)O)cc1 (stereo not given)
  -25%	0%	25%	8%	3%	-4%	-1%	4%	0%
3: CCC(c1nnnn1Cc1ccccc1)N(Cc1cc2cc(OC)ccc2[nH]c1=O)CC1CCCO1 (stereo not given)
  -2%	-4%	3%	-31%[12.7 µM]	-1%	0%	-17%	-18%	0%
4: O=[N+]([O-])c1ccc(C[n+]2cccc3c4ccccc4ccc32)cc1
  1%	1%	37%[activator]	-7%[59 µM]	-28%	21%	-8%	1%	5%
5: O=C(O)c1ccccc1C(=O)Nc1nccs1
  1%	-22%	20%	0%[0.0925 µM]	14%	-6%	0%	17%	0%
6: O=C(NNS(=O)(=O)c1ccc(F)cc1F)C1Cc2c(ccc3ccccc23)O1 (stereo not given)
  -2%	-20%	38%[activator]	-7%	2%	0%	-9%	-2%	-1%
7: CCOC(=O)C(CC)Sc1nnc(COc2ccc(C)cc2)n1-c1ccccc1 (stereo not given)
  1%	14%	-9%	19%[59 µM]	16%	-2%	-22%	-10%	-8%
8: CN(/N=C/c1ccc(-c2ccc([N+](=O)[O-])cc2)o1)c1ccccc1
  16%	25µM*	40%[activator]	-5%	-36%	-6%	-9%	23%	-6%
9: CCOc1ccc(CNC(=O)CCCC(=O)n2ncc3cc(C)ccc32)cc1
  60%[activator]	-14%	-2%	17%	-10%	-13%	-15%	0%	2%
10: O=C(Nc1nccs1)NC(C(F)(F)F)C(F)(F)F
  -1%	-12%	4%	-14%	-4%	-14%	-6%	7%	-1%
11: COc1ccc(CCNS(=O)(=O)c2cc3c4c(c2)CCN4C(=O)CC3)cc1OC
  8%	?	16%	-38%	5%	-4%	-14%	.	.
12: COc1cccc(/C=N/NC(=O)Cn2ccnc2C)c1
  -9%	-10%	10%	7%[59 µM]	-5%	-7%	-10%	-26%	4%
13: COc1ccc2c(c1OC)C(=O)OC2Nc1nc(-c2cc3ccccc3oc2=O)cs1 (stereo not given)
  20%	5%	?	?	17%	-22%	?	0%	4%
14: COC(=O)c1cccc(NS(=O)(=O)c2ccc(OC)cc2)c1C
  15%	7%	-4%	-10%[59 µM]	4%	-7%	-11%	31%	3%
15: CCCCc1c(O)c2cccc3c2n(c1=O)CCC3
  .	-16%	39%[activator]	.	.	-5%	-15%	.	.
16: COc1ccc(Cl)cc1NC(=O)C1COc2ccccc2O1 (stereo not given)
  5%	55%[activator]	14%	96%[activator]	124%[activator]	-4%	-23%	20%	-6%
17: Cn1cnc2c(cnn2-c2ccccc2)c1=O
  -4%	-8%	-4%	-14%[2.33 µM]	0%	1%	6%	6%	-6%
18: CCCCCCCCCCCCC/C=C/[C@@H](O)[C@H](CO)NCCCCCCCC
  2%&3%	.	.	-6%[59 µM]	.	-6%[19.4 µM]	.	.	-3%
19: Cc1ccc(NC(=O)Cn2c(C)csc2=O)cc1
  13%	-14%	47%[activator]	?	6%	9%	-15%	.	.
20: CCn1c(CN2CCC(C)CC2)nc2cc(NC(=O)COc3ccc(Cl)c(C)c3)ccc21
  .	-36%	9%	3%[59 µM]	-30%	-2%	-19%	1%	-1%

Profiles from above:
CCCCCCCCCCCCC/C=C/[C@@H](O)[C@H](CO)NCCCCCCCC across the screens: APE1 inh = 2%&3%; JMJD2A Tudor inh = .; Pol iota inh = .; G9a inh = -6%[59 µM]; BAZ2B inh = .; Pol kappa inh = -6%[19.4 µM]; POLH inh = .; Pol beta inh = .; BLM helicase inh = -3%
O=C(O)c1ccccc1C(=O)Nc1nccs1 across the screens: APE1 inh = 1%; JMJD2A Tudor inh = -22%; Pol iota inh = 20%; G9a inh = 0%[0.0925 µM]; BAZ2B inh = 14%; Pol kappa inh = -6%; POLH inh = 0%; Pol beta inh = 17%; BLM helicase inh = 0%

More compounds follow:
Below each compound: APE1 inh	JMJD2A Tudor inh	Pol iota inh	G9a inh	BAZ2B inh	Pol kappa inh	POLH inh	Pol beta inh	BLM helicase inh
21: Cc1ccc(N(CC(=O)NC2CCCCC2)C(=O)CNC(=O)c2ccco2)cc1F
  3%	-7%	45%[activator]	19%	4%	6%	-5%	36%	-3%
22: CCOc1ccccc1NC(=O)/C=C/C(N)=O
  2%	-15%	-18%	?	-3%	0%[60.1 µM]	-6%	6%	-6%
23: COc1ccc(-n2c(-c3ccco3)n[nH]c2=S)cc1
  -1%	4.5µM*	6%	4µM*	-3%	-9%	-7%	8%	-4%
24: COc1ccc2c(c1)S/C(=C\C(=O)c1ccncc1)N2C
  -2%	1%	-1%	?	.	-4%	2%	3%	-1%
25: CCOc1ccccc1N1CCN(C(=O)c2c(-c3ccccc3Cl)noc2C)CC1
  -11%	-17%	21%	-5%[59 µM]	?	-4%	-15%	40%	-6%
26: O=C1c2ccccc2C(=O)N1CCCc1nc(-c2ccncc2)no1
  0%	8%	36%[activator]	?	-4%	-9%	-9%	14%	-2%
27: COc1ccc(OC)c(-n2c(-c3cccc(S(=O)(=O)N(C)C)c3)n[nH]c2=S)c1
  -11%	?	21%	2.5µM*	.	7%	-10%	5%	1%
28: O=C(O)c1ccc(NS(=O)(=O)c2ccc3c(c2)C(=O)c2cc(S(=O)(=O)Nc4ccc(C(=O)O)cc4)ccc2-3)cc1
  4%	-14%	?	50µM*	-19%	79µM*	40µM*	-7%	8%
29: CCOc1ccc(S(=O)(=O)NC(C)C(=O)NCc2ccc3c(c2)OCO3)cc1 (stereo not given)
  -16%	-7%	40%[activator]	22%	4%	-11%	1%	22%	-3%
30: O=C(NC(=Nc1ccccc1)N1CCOCC1)Nc1ccccc1
  -5%	-9%	8%	5%	10%	-2%	-4%	?	-7%
31: CN(C)C(=O)CCc1ccc2c3c([nH]c2c1)[C@]1(C)[C@@H](C(=O)N2CCCCC2)C[C@H](CC(=O)NCC24CC5CC(CC(C5)C2)C4)C(=O)N1CC3
  -3%	-34%	40%	.	.	-5%	-21%	.	.
32: CC(NC(=O)c1ccco1)C(=O)OCc1cccc(C(F)(F)F)c1 (stereo not given)
  16%	-5%	43%[activator]	.	.	3%	-12%	.	.
33: CN1CCN(C(=S)Nc2ccccc2Cl)CC1
  26%	-14%	29%	-7%[59 µM]	7%	4%	-7%	0%	-2%
34: Cc1ccccc1CN1CCCC(C(=O)Nc2ccc(-c3ccn[nH]3)cc2)C1 (stereo not given)
  0%	-21%	5%	.	-10%	-2%	-8%	27%	-1%
35: Cn1c(Cc2ccccc2)[n+](C)c2ccccc21
  2%	-11%	86%[activator]	-1%	-10%	-8%	3%	3%	1%
36: Cc1cc(NC(=O)CSCC(=O)Nc2cc(C(F)(F)F)ccc2N2CCOCC2)no1
  27%	-18%	16%	8%[12.7 µM]	11%	-12%	-10%	.	.
37: COc1ccccc1OCC(O)Cn1c(Br)nc2c1c(=O)[nH]c(=O)n2C (stereo not given)
  2%	1%	16%	-6%[59 µM]	8%	-1%	-23%	6%	0%
38: NC(=O)c1sc(=S)n2c1[nH]c(=O)c1sccc12
  24%	?	5%	18µM*	-23%	-10%	-8%	2%	-1%
39: COc1ccc(-n2nc3c(c2NC(=O)c2ccc(S(=O)(=O)N4CCOCC4)cc2)CS(=O)C3)cc1 (stereo not given)
  0%	-17%	13%	?	.	-5%	-9%	-2%	0%
40: c1ccc2c(c1)CNc1ccccc1C2
  -3%	-19%	0%	?	-7%	-8%	4%	-9%	-2%
41: CC1CCCCN1C(=O)C1CCCCN1S(=O)(=O)c1cccc([N+](=O)[O-])c1 (stereo not given)
  -2%	-35%	24%	7%	-20%	8%	-5%	1%	0%
42: CCCCC(=O)Nc1c(C)cc(C)cc1Cl
  -5%	6%	3%	0%	6%	-5%	11%	?	-2%
43: CCc1ccc(Nc2nc(-c3cc4cccc(OC)c4oc3=O)c(CC)s2)cc1
  .	-28%	14%	-23%[59 µM]	-16%	-13%[60.1 µM]	.	-17%	-9%
44: CC(/C=N/NC(=O)Cn1nccc1C)=C\c1ccc(C(C)C)cc1
  7%	-22%	216%[activator]	12%[59 µM]	-9%	-9%	?	15%	-1%
45: O=C(NCC1CCCO1)C(c1ccc(F)cc1)N(C(=O)Cn1nnc(-c2ccc(F)cc2)n1)c1cccc(O)c1 (stereo not given)
  20%	-10%	65%[activator]	.	-15%	-6%	4%	54%	2%
46: COC(=O)c1sccc1NC(=O)COc1cccc(C)c1
  3%	30%	46%[activator]	66%[activator][59 µM]	26%	-3%	-23%	2%	-7%
47: COc1ccc(Nc2nc(N)nc(N)c2S(=O)(=O)c2ccccc2)cc1
  .	-29%	22%	-15%[59 µM]	-29%	3%	-25%	-24%	-10%
48: Cc1ccc(C)c2[nH]c(=O)c(CCNC(=O)c3cc4ccccc4o3)cc12
  7%	-5%	-20%	?	-17%	6%	-9%	-6%	-3%
49: CCOc1ccc(C(=O)N2CCN(CC(=O)N3CCCC3)CC2)cc1OCC
  33%	?	8%	13%[2.33 µM]	5%	-10%	-6%	.	.
50: Cc1cc(C)n(-c2ccc(NC(=O)C3CCN(Cc4cc(C)c(C)o4)CC3)cc2)n1
  6%	-30%	20%	.	-12%	?	-6%	5%	-3%
51: Cc1ccc(N(C(=O)CCC(=O)Nc2cc(C)on2)C(C(=O)NC2CCCC2)c2ccccc2)cc1 (stereo not given)
  3%	-24%	-24%	4%	-19%	-7%	14%	-18%	-7%

Screening data from PubChem BioAssay.
